GLP1R inv ag: inverse agonists of human GLP-1 receptor | actives 1.6% (n = 410,000) | HEK293 GLP-1R CRE-luciferase, luminescence, 24 h; GLP-1R form is constitutively active | Potency, µM (series often up to 38.3 µM), for inactives: at the top dose activity change, negative = inhibition, actives largely listed as inhibitors | P43220; also: potency is read from the fitted curve at half-maximal effect; % is scaled to controls: 0 for no effect and ±100 for the full control effect; nearly all actives have a fitted effect of over 55% in size
Target sequence (P43220 whole entry, looked up): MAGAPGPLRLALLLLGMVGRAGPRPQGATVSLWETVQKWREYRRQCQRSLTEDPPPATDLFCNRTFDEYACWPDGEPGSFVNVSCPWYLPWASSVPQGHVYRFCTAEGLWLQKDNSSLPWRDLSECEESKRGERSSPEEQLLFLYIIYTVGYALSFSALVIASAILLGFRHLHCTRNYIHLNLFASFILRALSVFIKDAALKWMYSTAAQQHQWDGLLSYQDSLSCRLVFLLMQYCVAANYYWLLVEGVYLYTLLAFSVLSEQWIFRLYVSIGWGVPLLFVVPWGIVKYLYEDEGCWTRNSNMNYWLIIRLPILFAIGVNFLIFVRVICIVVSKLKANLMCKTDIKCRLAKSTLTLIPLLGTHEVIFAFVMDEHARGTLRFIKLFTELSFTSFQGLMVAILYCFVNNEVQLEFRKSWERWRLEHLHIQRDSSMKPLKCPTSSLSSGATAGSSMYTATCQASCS
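HEK293 cells stably co-expressing constitutively active GLP-1R and a cAMP-responsive luciferase reporter were seeded in DMEM with 10% Nu serum, given compounds after 12 h, and incubated 24 h at 37 deg C. Luminescence was then read.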
D3 antag: antagonists of human D3 dopamine receptor | D3R cells, DiscoveRx beta-arrestin luminescence, antagonist mode; hits give low values | max response, negative = inhibition, % | actives 2.5% (n = 360,000) | P35462; in the data active = max response below about -50%; inconclusive = no clear call, values can overlap the other calls; also: % is scaled to controls: 0 for no effect and ±100 for the full control effect; mostly tested at two doses, the higher about 12 µM
Target sequence (P35462 whole entry, looked up): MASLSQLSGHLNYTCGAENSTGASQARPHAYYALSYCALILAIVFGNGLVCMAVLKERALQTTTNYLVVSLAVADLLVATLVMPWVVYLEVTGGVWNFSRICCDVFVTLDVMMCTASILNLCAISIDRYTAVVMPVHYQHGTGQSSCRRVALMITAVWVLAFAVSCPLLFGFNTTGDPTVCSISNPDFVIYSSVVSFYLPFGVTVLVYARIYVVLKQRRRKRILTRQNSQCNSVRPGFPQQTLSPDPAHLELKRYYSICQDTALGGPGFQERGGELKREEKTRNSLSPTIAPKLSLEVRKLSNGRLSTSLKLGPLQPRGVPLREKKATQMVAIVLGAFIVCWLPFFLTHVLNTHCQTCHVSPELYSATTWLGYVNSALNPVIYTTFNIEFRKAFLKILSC
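Cells plated overnight at 1500 cells/well, then exposed to library compounds with dopamine controls for 90 minutes at 37 degrees C. DiscoveRx reagent added for 30–60 minutes at room temperature; luminescence read, quantitative HTS format.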
FUS yeast rescue: rescues growth of FUS-expressing yeast; S. cerevisiae FUS-expressing, growth rescue, OD600, 24 h; Potency, µM (series often up to 76.6 µM), for the others: at the highest dose growth rescue (activation), usual class: activators; actives 0.24% (n = 390,000); AID 1347120;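 also: potency is read from the fitted curve at half-maximal effect; plate controls were DMSO vehicle for no effect and reference control for full effect; nearly all actives have a fitted effect of over 55% in size; some results filed as inactive show a strong effect at the top dose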
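Cultures pregrown in 2.5% raffinose medium are shifted to minimal medium containing 2% galactose to express toxic FUS. Compounds are tested at several concentrations. After 24hr at 30C, growth is quantified at 600 nm absorbance.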
aSyn yeast inh: alpha-synuclein toxicity inhibition in yeast; actives 0.14% (n = 370,000); Yeast expressing alpha-synuclein, growth rescue, BacTiter-Glo, 24 h; Potency, µM (doses to about 46.1 µM), for the others: at the highest dose growth rescue (activation), most hits filed as activators; also: potency is read from the fitted curve at half-maximal effect; % of control where 0% means no effect; nearly all actives have a fitted effect of over 65% in size
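Galactose-induced alpha-syn yeast (OD600=0.02, raffinose-pregrown) + pinned cpd, 24 hr, 30 deg C; growth by BacTiter-Glo luminescence. Growth restoration scores as activation.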
GLP1R ag: agonists of human GLP-1 receptor | P43220 | HEK293 GLP-1R CRE-luciferase, luminescence, 4-6 h; cells express a hypersensitive GLP-1R form | Potency, µM (doses to about 45.6 µM), without a hit: at the highest dose activation, hits mostly activators | actives 0.007% (n = 380,000) | AID 624172; also: potency is read from the fitted curve at half-maximal effect; % of control where 0% means no effect
Abeta yeast res: restores growth of yeast expressing A-beta42 peptide; yeast expressing A-beta42, growth rescue, OD600, 48 h; response scale: 0% DMSO, 100% iron-clioquinol control; Potency, µM (doses to about 46.1 µM), inactives show at the top dose growth rescue, usual class: activators; actives 0.063% (n = 410,000); AID 1347071; also: potency is read from the fitted curve at half-maximal effect; nearly all actives have a fitted effect of over 55% in size
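Growth rescue measured by 600 nm absorbance after 48 h yeast culture at 30 C with compound. Values normalized between DMSO and an equimolar ferric chloride plus clioquinol control.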
Akt phos inh: inhibitors of Akt phosphorylation; activity change, % for hits at 50 µM; AID 651550; actives 0.32% (n = 360,000); Neuro2A IGF-stimulated pAkt S473 HTRF, 20 min; hits give low values; in the data active = activity change below about -80%; inconclusive = mostly about -51% to -80%; also: % is scaled to controls: 0 for no effect and ±100 for the full control effect
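Single-point screen (50 µM final compound) in Neuro2A cells stimulated 20 min with 6 nM IGF at 37 deg C. After lysis, Ser473-phosphorylated Akt read by HTRF (ex 330 nm, em 615/665 nm) as the 665/615 ratio.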
PTHR1 ag: PTHR1 (human) receptor agonism. HEK293 GP2 PTHR1 cells, GloSensor cAMP luminescence, 1 h. Q03431. actives 0.075% (n = 410,000). Potency, µM (titrated, usually from 115 µM), for inactives: top-dose activation, most hits filed as activators; also: potency is read from the fitted curve at half-maximal effect; nearly all actives have a fitted effect of over 55% in size; some results filed as inactive show a strong effect at the top dose; inactives centre near -15; many of its hits are not listed in these tables
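HEK-293-derived GP2 cells expressing PTHR1 and a GloSensor cAMP reporter, 3,000/well, plated overnight, given luciferin plus IBMX (each 0.5 mM as added) for 1 h at 37 °C, then compound for 1 h at 37 °C. Luminescence was read after 15 min at room temperature.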
TDP43 rescue: rescues yeast growth from TDP-43 toxicity; AID 652104; TDP-43 expressing yeast growth rescue, BacTiter-Glo, 24 h; Potency, µM (highest dose often 46.1 µM), for inactives: top-dose growth rescue (activation), usual class: activators; actives 1.8% (n = 410,000); also: potency is read from the fitted curve at half-maximal effect; % of control where 0% means no effect; nearly all actives have a fitted effect of over 50% in size
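Cell-based yeast growth screen: TDP-43 expression induced in galactose, inoculum OD600=0.02 after raffinose pregrowth to mid-log. Read-out BacTiter-Glo luminescence at 24 hr, 30 deg C; inhibition of toxicity seen as signal increase.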
* marks the source's active call; other numbers are inactive results; i = inactive; u = inconclusive; x = no result given; [ ] = dose if it differs, or a comment. Unless noted, calls follow the shape of the dose curve; as a rule, active = well fitted curve in the direction sought with a large enough effect; inconclusive = small, poorly fitted or top-dose-only effect, or another doubt; inactive = no such curve, though single readings can be large; an effect the other way counts as inactive or inconclusive. An excerpt (hit frequency here may not be typical).

molecule	GLP1R inv ag	D3 antag	FUS yeast rescue	aSyn yeast inh	GLP1R ag	Abeta yeast res	Akt phos inh	PTHR1 ag	TDP43 rescue
NC(=O)c1ccc2c(c1)OCCO2	0%	-2	16%	0%	2%	1%	i	-13%[57.5 µM]	3%
Nc1cnn(C2OC(CO)C(O)C2O)c(=O)n1 (stereo unspecified)	14%	3	-29%	1%	-1%	-6%	i	i	-3%
CN1C2C=C3C(C#N)=C(N)C(C#N)(C#N)[C@@H](c4ccc(Cl)cc4)[C@@H]3C1CC2 (stereo partly specified)	-45%	-23	20%	0%	-11%	6%	i	i	8%
COc1ccc(NC(=O)CCN2CCN(S(=O)(=O)c3ccc(Br)cc3)CC2)cc1	u	16	10%	1%	-2%	0%	i	-41%[inhibitor]	9%
Oc1ccccc1-c1cc(-c2ccccc2Cl)[nH]n1	u	-9	x	-11%	-2%	2%	i	-29%	u
COCCn1c(N2CCN(c3ccccc3)CC2)nc2c1c(=O)n(C)c(=O)n2C	20%	13	9%	-2%	14%	-15%	i	i	13%
COc1cc(-c2nnc(NC(=O)C3=COCCO3)o2)cc(OC)c1OC	7%	0	2%	1%	9%	9%	i	i	-17%
Cc1ccc2c(c1)N(CC(=O)NCc1ccco1)C(=O)CO2	1%	11	-29%	2%	-7%	2%	i	i	13%
Oc1ccc(CCC2CCCCN2Cc2nc(C3CC3)no2)cc1 (stereo unspecified)	-29%	2	-14%	1%	15%	-1%	i	-2%	17%
CCc1ccc(NC(=O)N(CCN2CCOCC2)C2CCN(C(C)=O)CC2)cc1	13%	-13	1%	1%	-12%	-11%	i	i	-9%
COc1ccc(NS(=O)(=O)c2ccc(O)c(C(=O)OCC(=O)N3CC(C)OC(C)C3)c2)cc1 (stereo unspecified)	-9%	-11	-5%	-1%	-10%	7%	i	i	5%
O=S1(=O)CCC(NC(=S)SCc2ccccc2Br)C1 (stereo unspecified)	u	-8	0%	12%	-5%	7%	i	-26%	u
O=S(=O)(Nc1cccc2ccccc12)N1CCCC1	u	-18	26%	-4%	11%	-8%	i	i	-10%
O=C(Cn1[nH]c(=O)c2ccccc2c1=O)Nc1cccc(-c2nnc3n2CCCCC3)c1	0%	11	25%	2%	-2%	-2%	i	13%[57.5 µM]	-2%
CCCCNc1nc2c(S(=O)(=O)c3ccccc3)nnn2c2ccccc12	1%	7	-10%	0%	-2%	3%	i	-22%	14%
CC(C)C(=O)Nc1nc2ccc(S(C)(=O)=O)cc2s1	-19%	6	18%	-2%	14%	6%	i	-15%	-15%
CCCN(C(=O)C1CCCN(c2ncnc3c2nc2n3CCCCC2)C1)c1ccc(F)cc1 (stereo unspecified)	u	8	8%	-9%	2%	-22%	i	i	23%
Cc1c(NS(=O)(=O)c2cc(C(=O)NC(C)c3ccccc3)ccc2Cl)c(=O)n(-c2ccccc2)n1C (stereo unspecified)	1%	-18	26%	0%	-13%	15%	i	i	5%
COCC(=O)Nc1ccc2c(c1)[C@@H]1C[C@H](CC(=O)NCc3ccccc3)O[C@@H](CO)[C@@H]1O2	8%	23	-19%	1%	5%	5%	i	-21%	9%
COc1cc(NS(=O)(=O)c2cc3[nH]c(=O)c(=O)[nH]c3cc2C)cc(OC)c1OC	4%	-21	19%	-5%	-2%	-33%	i	17%	-23%
CN(C)C(=O)CSc1nnc(-c2cccnc2)n1-c1ccccc1	7%	u	-13%	u	2%	-11%	i	-26%	-10%
Cc1cc(C(=O)N2CCC2(C)C(=O)O)c(C)o1 (stereo unspecified)	27%	0	-13%	0%	-5%	-17%	i	-12%	-9%
COc1cccc(CN(C)C(=O)C2CCN(S(=O)(=O)c3cccs3)CC2)c1OC	-2%	17	25%	0%	10%	-2%	i	-15%	6%
O=C(CC(c1ccccc1)c1ccco1)N1CCOCC1 (stereo unspecified)	u	19	-18%	-9%	-13%	1%	i	-2%[57.5 µM]	-5%
OCn1c2ccccc2c2ccccc21	-8%	-27	-13%	17%	-4%	3%	i	9%	27%

An excerpt from above with just PTHR1 ag:
SMILES	PTHR1 ag
Cc1ccc2c(c1)N(CC(=O)NCc1ccco1)C(=O)CO2	i
Oc1ccc(CCC2CCCCN2Cc2nc(C3CC3)no2)cc1 (stereo unspecified)	-2%
CCc1ccc(NC(=O)N(CCN2CCOCC2)C2CCN(C(C)=O)CC2)cc1	i

3 entries already listed, ordered by molecular weight, smallest number first.
molecule	GLP1R inv ag	D3 antag	FUS yeast rescue	aSyn yeast inh	GLP1R ag	Abeta yeast res	Akt phos inh	PTHR1 ag	TDP43 rescue
O=S(=O)(Nc1cccc2ccccc12)N1CCCC1	u	-18	26%	-4%	11%	-8%	i	i	-10%
O=C(Cn1[nH]c(=O)c2ccccc2c1=O)Nc1cccc(-c2nnc3n2CCCCC3)c1	0%	11	25%	2%	-2%	-2%	i	13%[57.5 µM]	-2%
CCCN(C(=O)C1CCCN(c2ncnc3c2nc2n3CCCCC2)C1)c1ccc(F)cc1 (stereo unspecified)	u	8	8%	-9%	2%	-22%	i	i	23%

Other entries
molecule	GLP1R inv ag	D3 antag	FUS yeast rescue	aSyn yeast inh	GLP1R ag	Abeta yeast res	Akt phos inh	PTHR1 ag	TDP43 rescue
COCCNc1nnc(SCC(=O)c2c[nH]c3ccccc23)s1	-12%	5	-4%	0%	0%	13%	i	-2%	8%
Cc1cc(OCC(=O)Nc2ccc(CN3CCOCC3)cc2)c2c(C)cc(=O)oc2c1	22%	11	-13%	-9%	20%	-11%	x	i	20%
O=C(COC(=O)c1cc(-c2cccc(Br)c2)nc2ccccc12)NCC1CCCO1 (stereo unspecified)	u	4	19%	-1%	13%	-6%	i	-14%	1%
CCOc1ccc(NC(=O)CNC(=O)c2nn(-c3ccc(OC)cc3)c(=O)c3ccccc23)cc1	10%	4	29%	2%	13%	-9%	i	-21%	-9%
O=C(Nc1ccc(F)cc1)N[C@@H]1CC[C@@H](CCn2cc(-c3ccc(F)cc3)nn2)O[C@@H]1CO	6%	11	-8%	1%	x	-11%	i	-5%	u
COCc1c(C(=O)N2CCN(c3ccccc3C)CC2)oc2ccccc12	u	0	x	2%	-2%	-7%	i	i	u
CCc1ccc(NC(=O)c2cnn(-c3ccccc3)c2C)cc1	u	5	21%	-13%	7%	-20%	i	-22%	u
Cc1ccc(NC(=O)COC(=O)C2(CC(=O)NC(C)C)CCCC2)cc1C	-19%	10	18%	2%[1.84 µM]	7%	-2%	i	-49%[inhibitor]	14%
CN1OC[C@@H]2CN(C(=O)CCc3ccccc3)[C@H](c3ccc(N4CCCCC4)cc3)C[C@@H]21	-24%	-14	9%	2%	28%	-10%	i	6%	12%
CCOC(=O)C1CCN(Cc2cn(C)nc2-c2ccc(Oc3ccccc3)cc2)CC1	u	0	-14%	-3%	-2%	1%	i	i	-7%
Cc1nc2nc3c(c(=O)n2[nH]1)CCCC3	4%	0	-13%	1%	-7%	-4%	i	-14%[57.5 µM]	-12%
Cc1cc(OCC(=O)Nc2ccccc2N2CCOCC2)c(C(C)C)cc1Cl	u	7	u	-3%[1.84 µM]	14%	15%	i	-72%[inhibitor]	-8%
Cc1ccnc(NS(=O)(=O)c2ccc(NC(=O)Cc3cccs3)cc2)n1	0%	21	u	4%	-8%	0%	i	-1%[57.5 µM]	14%
C/C(=N\NC(=O)COc1ccccc1[N+](=O)[O-])c1cccs1	30%[activator]	-4	-3%	-1%	14%	-1%	i	-23%	-5%
Cc1ccc(NC(=O)CSc2nn3c(=O)c(C)nnc3s2)cc1Cl	12%	1	12%	6%	-7%	-2%	i	-27%	-8%
CC(=O)c1ccc(NS(=O)(=O)c2cnc(N)nc2)cc1	12%	x	-3%	x	x	8%	x	u	8%
COc1ccccc1NC(=O)CSc1nnc(Cn2c(=O)sc3ccccc32)n1C	-13%	12	0%	3%	5%	14%	i	-24%	4%
NC(=O)C1CCN(c2csc3ccc(F)cc3c2=O)CC1	10%	x	24%	x	x	-19%	x	i	-26%
Cc1cc(C)cc(NC(=O)c2cc(S(=O)(=O)NCc3ccco3)ccc2F)c1	-23%	-17	12%	9%	2%	22%	i	-7%[57.5 µM]	-2%
CCCN(C(=O)Cc1nc(N)n[nH]1)C1(C(=O)Nc2ccccc2C)CCCCC1	-19%	-10	19%	2%	-21%	14%	i	15%[57.5 µM]	0%
Cc1cccc(NC(=O)Cn2ncc3c4ccccc4n(Cc4ccccc4)c3c2=O)c1C	9%	x	-17%	x	x	-1%	x	i	u
Cc1cccc(C)c1Nc1nnc(SCc2cc([N+](=O)[O-])cc3c2OCOC3)s1	u	15	u	0%	12%	16%	i	-10%	-18%
Cc1ccc(S(=O)(=O)NC(CC(=O)NC2CCCC2)c2ccco2)cc1 (stereo unspecified)	15%	-9	-14%	1%	-9%	23%	i	i	24%
COc1ccccc1NC(=O)C1CCC(CNS(=O)(=O)c2ccc3c(c2)CC(C)N3C(C)=O)CC1 (stereo unspecified)	u	x	10%	x	x	-3%	x	-32%[inhibitor]	19%
O=C(NC1CCCCC1)C(c1ccccc1)n1c(=O)c(-c2cc3ccccc3[nH]2)nc2ccccc21 (stereo unspecified)	u	-3	u	15%	x	1%	i	-1%	21%
Cc1ccccc1OCC(=O)NCCCNC(=O)c1cccnc1	14%	2	2%	-4%	9%	-7%	i	i	-7%

Screens (PubChem)
